High-throughput results deposited in PubChem by National Center for Advancing Translational Sciences (NCATS).
Pf Dd2 inh: inhibitors of Plasmodium falciparum Dd2 growth; actives 4.3% (n = 120,000); Potency, µM (doses to about 28.9 µM), for the others: at the top dose activity, negative = inhibition, actives largely listed as inhibitors; P. falciparum Dd2 growth, SYBR Green, 72 h; AID 1347417; active = well fitted inhibition curve with a large enough effect; inconclusive = small, poorly fitted or top-dose-only effect; inactive = no such curve, though single readings can be large or run the other way;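 also: plate controls were DMSO vehicle for no effect and reference drug for full effect; nearly all actives have a fitted effect of over 65% in size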
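Infected erythrocytes (Dd2, 0.3% parasitemia, 2.5% hematocrit final) are added to compound in RPMI-1640/Albumax II medium, grown 72 h at 37C in low oxygen, then lysed with saponin/Triton-X containing SYBR Green and read by fluorescence.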
Starred values were filed as active, the others as inactive; i = inactive; ? = inconclusive; [ ] = remark or other dose. Potency is read from the fitted curve at half-maximal effect. These rows are one share of the data; the hit share may differ from the screen's.

SMILES	Pf Dd2 inh
COc1cc2c(C(=O)Nc3ccc(C)cc3Br)cn(C)c(=O)c2cc1OC	17%
CCc1noc(-c2ccn3c(CNC(=O)c4cc(F)ccc4Cl)nnc3c2)n1	?
Cc1cccc(C(C)(C)C)c1NC(=O)N1CCN2C(=O)CNC(=O)C2C1 (stereo not drawn)	-2%
CCCNC(=O)[C@@H]1Cc2cn(Cc3nccn3C)c3cccc(c23)[C@H](CC(C)C)N1	10µM*
O=C(Cc1ccc(Cl)cc1)N1C[C@@H](CO)[C@H](c2ccccn2)C1	20%
COc1ccc(C(=O)c2c(N)c(-c3nc(-c4ccc(OC)cc4)cs3)c3ccccn23)cc1	i
O=C([C@@H]1C[C@H](F)CN1C(=O)c1ccccc1OC(F)(F)F)N1CCCCC1	23%
CNC(=O)[C@@H]1C[C@H](n2cc(CN(C)C(=O)Nc3ccc(C)c(C)c3)nn2)CN1	2%
Cc1ccc2c(c1)CC(C)N2S(=O)(=O)c1nnc(NC(=O)c2ccccc2F)s1 (stereo not drawn)	-21%
Cc1cc(C(=O)N2CCC(C(=O)N3CCCCCCNC(=O)CC3)CC2)n(C)n1	6%
COC(=O)c1ccc(-n2c(CCC(=O)O)ccc2-c2ccc(C)cc2)cc1	-1%
COc1ccc(-n2c(C)nc3c(cnn3-c3ccc(C)c(C)c3)c2=O)cc1Cl	i
O=C1N(C2CCCCC2)C[C@H]2CN(Cc3cccc(Cl)c3)CCN12	-8%[44.1 µM]
O=C(O)CN1CCC[C@]2(C(=O)O)CN(Cc3ccncc3)CC[C@@H]12	4%
CCc1ccc(CNC(=O)C2CCN(c3nnc(C)c4c(C)n(-c5ccc(C)cc5)nc34)CC2)cc1	10µM*
O=S(=O)(NCCc1nnc2ccc(SCc3ccc(Cl)cc3Cl)nn12)c1ccccc1	?
CCC(=O)N1Cc2ccccc2CC2(CCN(Cc3ccncc3)CC2)C1	?
O=C(c1ccc2c(c1)OCO2)N1CCCC2(CC(c3cccc(C(F)(F)F)c3)=NO2)C1 (stereo not drawn)	-8%
COCCOc1ncccc1-c1noc([C@@H]2CCCN2Cc2ccc(OC)cc2O)n1	?
C[C@@H](NC(=O)C1=C[C@@H](NC(=O)Nc2ccc(F)cc2F)[C@@H](O)[C@H](O)C1)C(N)=O	-20%[44.1 µM]
CCOc1ccccc1NC(=O)CSc1nc2c(c(=O)[nH]1)CCC2	i
NC(=O)c1cccc(-c2ncc3c(n2)OCCN(c2cccc(C(F)(F)F)c2)C3=O)c1	?
COc1ccc(S(=O)(=O)NCCc2sc(-c3cccc(C)c3)nc2C)cc1	13%
Cc1noc2c(N(C)C)cc(-c3cccs3)nc12	-2%[44.1 µM]
CC(C(=O)N1CCCN(C)c2ccccc21)c1ccccc1 (stereo not drawn)	?
O=C(Nc1ccc(F)cc1F)N1C[C@@H](F)[C@@H](OCc2nc3ccccc3[nH]2)C1	-2%[44.1 µM]
COC(=O)[C@@H]1Cc2ncn(C)c2CN1C(=O)c1ccccc1C(=O)O	26%[44.1 µM]
O=C(Nc1ccc(C(=O)OCc2cc(=O)n3nc(C4CC4)sc3n2)cc1)c1cccc(F)c1	i
O=C1CO[C@H](c2ccc(NC(=O)C3CCOCC3)cc2)[C@@H](CO)N1	23%[44.1 µM]
COc1ccc(C(=O)N2CCC(Oc3ncccc3C(=O)N3CCCCC3)C2)c(OC)c1 (stereo not drawn)	?
O=C(NC1(CN2CCOCC2)CCCC1)c1ccc(C2CCCNC2)cc1 (stereo not drawn)	-11%
Cc1nc(C2(C)CCN(S(=O)(=O)c3c(C)noc3C)CC2)no1	-8%
Cc1cc(C)c(NC(=O)CCN2C(=O)c3ccccc3Sc3ncccc32)c(C)c1	?
O=C(c1ccccc1)N1CCn2c(nnc2-c2ccncc2)C1	17%
CCNC(=O)c1cc2n(n1)CC(c1ccc(Br)cc1)OC2 (stereo not drawn)	i
O=C(NC1CC(=O)N(CCc2ccc(F)cc2)C1)C1CCCCC1 (stereo not drawn)	6%
Cc1ccc2nc3n(c2c1)[C@@H](CNC(=O)c1ccc(C#N)cc1)COC3	i
Clc1ccc(N2CCN(c3ncnc4c3cnn4-c3ccccc3)CC2)cc1Cl	53%[activator]
COc1cccc(-c2cc(C(=O)NCc3nc(-c4ccccc4)n[nH]3)[nH]n2)c1	-17%
Cc1ccccc1CSc1ccc(-c2cccs2)nn1	i

Three compounds picked at random from the list so far:
SMILES	Pf Dd2 inh
O=C(NC1CC(=O)N(CCc2ccc(F)cc2)C1)C1CCCCC1 (stereo not drawn)	6%
Cc1cc(C)c(NC(=O)CCN2C(=O)c3ccccc3Sc3ncccc32)c(C)c1	?
Clc1ccc(N2CCN(c3ncnc4c3cnn4-c3ccccc3)CC2)cc1Cl	53%[activator]

Continuation.
SMILES	Pf Dd2 inh
Cc1nc2scc(CC(=O)NCCC(C)C)n2c(=O)c1-c1cc(C)n(-c2cc(F)ccc2F)n1	i
CCOC(=O)Cn1c(=O)n(C2CCCCC2)c2nc(-c3cccc(OC)c3)nc(C(N)=O)c21	-12%
CCCc1noc(-c2cccn3c(CNC(=O)Cc4ccccc4OC)nnc23)n1	i
N#Cc1ccc(C(=O)N2CCCCCNC(=O)CC2c2ccccc2)cc1 (stereo not drawn)	-7%
COc1ccc(-c2nc(SCC(=O)N3CCCCC3C)n[nH]2)cc1 (stereo not drawn)	i
COc1ccc(N2CC(NC(=O)C(=O)c3c[nH]c4ccccc34)CC2=O)cc1 (stereo not drawn)	5%
Cc1ccccc1-c1noc(-c2ccccc2OCC(=O)Nc2cccc([N+](=O)[O-])c2)n1	i
c1ccc(-c2nc(CC3CCCNC3)no2)cc1 (stereo not drawn)	i
Cc1cn2nc(C(=O)N3CCC(NC(=O)c4ccc(Cl)cc4)CC3)cc2c(=O)[nH]1	i
CNC(=O)Cn1nc(C(=O)N2CCC3(CC2)[C@H](O)C[C@@H]3O)cc1C	-2%
NCCc1ccc(CN2CCC3(CC2)OCCCC3O)cc1 (stereo not drawn)	-3%
Cc1ccc2onc(CC(=O)Nc3ccc(C(C)C)cc3)c2c1	11%
COCC1(CNS(=O)(=O)c2ccc(Cl)cc2)C[C@@H](O)[C@@H](O)C1 (stereo partly drawn)	i
O=C(NCc1nnc2n1C(C(=O)NC1CC1)CC2)c1ccc(Cl)cc1Cl (stereo not drawn)	-1%
CC1=C(c2ccc(C)c(C)c2)S(=O)(=O)N(Cc2ccc(C(=O)Nc3cc(F)ccc3F)cc2)C1=O	22%
O=C1OCC2=C1C(c1ccccc1)NC(=O)N2CC(=O)N1CCCCC1 (stereo not drawn)	i
Cc1cc(N2CCC(NCc3nc[nH]c3C)CC2)nc(-c2ccccc2O)n1	10µM*
Cc1nn(CCCC(=O)NCc2ccc(F)cc2)c(=O)c2c1sc1ccccc12	18%
O=C(NCc1c[nH]c2ncccc12)c1ccccc1	?
CC(=O)Nc1ccc(CN2CCCC3(CC(c4cccnc4)=NO3)C2)cc1 (stereo not drawn)	?

A second format for part of the listing above:
Cc1nn(CCCC(=O)NCc2ccc(F)cc2)c(=O)c2c1sc1ccccc12
  Pf Dd2 inh: 18%
CNC(=O)Cn1nc(C(=O)N2CCC3(CC2)[C@H](O)C[C@@H]3O)cc1C
  Pf Dd2 inh: -2%
CCOC(=O)Cn1c(=O)n(C2CCCCC2)c2nc(-c3cccc(OC)c3)nc(C(N)=O)c21
  Pf Dd2 inh: -12%
NCCc1ccc(CN2CCC3(CC2)OCCCC3O)cc1 (stereo not drawn)
  Pf Dd2 inh: -3%

Carrying on:
SMILES	Pf Dd2 inh
O=C(CCC1CCN(C(=O)c2ccccc2F)CC1)NCCCc1ccccc1	i
Cc1ccccc1CN1CCc2ncc(C(=O)NCCOc3ccccc3)n2CC1	10%[44.1 µM]
COc1ccc(-n2nnnc2C2CCN(S(=O)(=O)c3cccc(Cl)c3C)CC2)cc1	i
CCOc1ccc2c(n1)CCN(C(=O)c1ccccn1)C2	38%[activator]
CCc1ccc(C(=O)c2cn(CC(=O)Nc3cc(F)ccc3F)c3nc(C)ccc3c2=O)cc1	-17%
CCC(=O)N1CCc2cc(S(=O)(=O)CCC(=O)N3CCN(c4cccc(C)c4C)CC3)ccc21	49%[activator]
CC(C)CC(=O)N1CCN(C(=O)N2CC3CC(C2)[C@H]2CCCC(=O)N2C3)CC1 (stereo partly drawn)	11%
Cc1ccc(NC(=O)N2CCN(c3nnnn3-c3ccccc3)CC2)cc1F	-29%
O=C(c1ccc(Cl)cc1)N1CCCCC1CCN1CCOCC1 (stereo not drawn)	i
Cc1nc2c(c(-c3ccc(O)cc3)n1)CN(Cc1cccn1C)CCC2	-31%
COc1ccc(S(=O)(=O)NCc2nc3nc(C)cc(C)n3n2)cc1OC	-11%
COCC(=O)NCc1cc2n(n1)CCCN(Cc1cnn(C)c1C)C2	5%
O=C(C1CCCCC1)N1CCC(OC2CCN(Cc3cccnc3)CC2)CC1	24%
COC1CN(c2cccc(F)c2)C12CCN(C(=O)c1ccco1)CC2 (stereo not drawn)	?
Nc1c(C(=O)NCc2cccs2)nnn1CC(=O)Nc1cccc(F)c1	-10%
CC(=O)Nc1ccc(C2(C(=O)NCc3ccc(F)cc3F)CCCCC2)cc1	4%
COc1ccc(-c2cc(N3CCN(C(=O)c4cc(F)ccc4Cl)CC3)n[nH]2)cc1	?
CCC(C(=O)NCc1nnc2c(-c3nc(C4CC4)no3)cccn12)c1ccccc1 (stereo not drawn)	-6%
Cc1cc(N2CCC(C)CC2)nc2ccc(NC(=O)CCC(=O)N3CCN(c4ccccc4F)CC3)cc12	?
COCCN1CCCCCC(O)c2cc(C(=O)NCCc3nc4ccccc4n3C)ccc21 (stereo not drawn)	i
Cc1ccc(NC(=O)Cn2c(=O)ccc3cc(S(=O)(=O)N4CCCC4)ccc32)cc1N(C)C	?
CCOc1ccccc1CNC(=O)CCCn1c(=O)c2cccn2c2cccnc21	-20%
CN(C)Cc1cn2c(=O)n(C)cc(-c3ccccc3Oc3ccccc3)c2n1	i
CC(C)N1Cc2cc(C(=O)NC3CCN(Cc4ccccc4)CC3)sc2C1	?
N[C@@H]1CC[C@H](C(=O)N2CCC(Oc3cccc(C(F)(F)F)c3)CC2)C1	?
COc1cc(CNCCSc2nnnn2C)ccc1OCc1ccccc1C	?
COCCN1Cc2nc(-c3ccc(OC)c(F)c3)ccc2OCC1=O	i
COc1ccc(-c2cc(N3CCC(NC(=O)CCc4cccc(OC)c4)CC3)n[nH]2)cc1	?
CCNc1cc(N2CCC(CCC(=O)N3CCCN(c4ncccn4)CC3)CC2)ncn1	?
O=C(CCC1CCCN(CC2=Cc3cc(Cl)ccc3OC2)C1)Nc1ccccc1F (stereo not drawn)	i
Fc1ccc(N2CCN(c3nc(-c4ccccc4F)no3)CC2)cc1	?
O=C(c1nccc2ccccc12)N1C[C@@H](CO)[C@H](c2ccccn2)C1	-12%
CCc1ccc(S(=O)(=O)c2cn(Cc3ccccc3)c3cc(N4CCCC4)c(F)cc3c2=O)cc1	?
O=C(CN1CC2CC(C1)[C@H]1CCCC(=O)N1C2)N1CCN(c2ccc(Cl)cc2)CC1 (stereo partly drawn)	-24%
CC(C)c1noc(-c2cn(C3CCN(C(=O)c4ccc5c(c4)OCO5)CC3)nn2)n1	-2%
CN1CCCN(C(=O)CN2CCCc3nc(C4CC4)ncc3C2=O)CC1	16%
O=C(CCc1ccc(=O)[nH]n1)N[C@@H]1COCC[C@H]1Oc1ccccn1	-11%
COc1cc(OC)cc(N2C(=O)[C@@H]3C[C@@H](NC(=O)c4cccs4)CCN3C2=O)c1	-6%[44.1 µM]
Cc1cc(C)n(CCC(=O)N[C@@H]2CCOC[C@H]2OCC2CCC2)c(=O)n1	-11%
COc1cc(F)ccc1-c1cc2c(ccn2C)c(C(=O)NCc2cccnc2)n1	0%[44.1 µM]

A portion from further up:
SMILES	Pf Dd2 inh
COCCN1Cc2nc(-c3ccc(OC)c(F)c3)ccc2OCC1=O	i
COc1ccc(-c2cc(N3CCC(NC(=O)CCc4cccc(OC)c4)CC3)n[nH]2)cc1	?

Next section:
SMILES	Pf Dd2 inh
Cc1ccc(-n2nc3cc(C)c(NC(=O)COc4ccccc4)cc3n2)cc1	41%[activator]
O=C(c1ccc(Cl)nc1)N1CCCN(c2nc3ncccc3o2)CC1	-1%
COc1ccc(NC(=O)Nc2cccc(C)n2)c(OC)c1	-7%
CCCc1cc(=O)n2[nH]c(NCc3c(F)cccc3Cl)nc2n1	37%[activator]
CO[C@@H]1CCOC[C@H]1NC(=O)C1CCN(C(=O)c2ccccn2)CC1	-3%
CCN(CC)C(=O)c1sc2c(c1C)c(=O)n(CCc1ccccc1)c(=O)n2Cc1ccc(C)cc1	11µM*
CC(=O)Nc1cccc(-c2ncc3c(n2)OCCN(Cc2ccccc2)C3=O)c1	?
CCc1noc(-c2ccn3c(CNC(=O)c4cccc(OC)c4)nnc3c2)n1	i
COc1ccccc1Nc1cc(C(=O)NC2CCCC2)c2ccccc2n1	17%
COc1cc(/C=C(\C#N)c2nc3ccccc3[nH]2)ccc1OCc1ccccc1F	?
Cc1ccc(C(=O)N2CC3CC(C2)[C@H]2CCCC(=O)N2C3)cn1 (stereo partly drawn)	11%
O=C(CCc1nnn2c1CN(C(=O)c1cccc3[nH]ccc13)CC2)N1CCCC1	?
Cc1ccc(-c2nc(C(=O)N3CCN(c4cc(C)ccc4C)CC3)no2)cc1	i
COc1cccc(CNC(=O)[C@@H]2C[C@@H](O)CN2C2CCN(C(=O)c3cc(F)cc(F)c3)CC2)c1	i
COc1ccc(OC)c(CN2CCCn3nc(C)c(-c4ccnn4C(C)C)c32)c1	-6%[44.1 µM]
Cc1ccc(C2CCN(C(=O)Nc3ccc(C)c(C)c3)C2)cc1 (stereo not drawn)	i
CCCN(C)C(=O)CCc1ccc2c(c1)CN(S(C)(=O)=O)CCO2	i
